# Source: PubChem (The Scripps Research Institute Molecular Screening Center)
# ADAM17 inh = ADAM17 inhibitors, primary screen, biochemical, QFRET; Disintegrin and metalloproteinase domain-containing protein 17 (Homo sapiens), P78536; recombinant ADAM17, EDANS/DABCYL FRET peptide cleavage; inhibition, % at 6.95 µM; 0.83% of 370,000 active; AID 720648, 2013;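 active means inhibition above the mean of compounds lying between control limits plus 3 SD, set per campaign, cut at about 8.5% in these data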;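 further: 0% = DMSO-only wells as the low control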
# Target sequence (P78536 215-824 limits assumed): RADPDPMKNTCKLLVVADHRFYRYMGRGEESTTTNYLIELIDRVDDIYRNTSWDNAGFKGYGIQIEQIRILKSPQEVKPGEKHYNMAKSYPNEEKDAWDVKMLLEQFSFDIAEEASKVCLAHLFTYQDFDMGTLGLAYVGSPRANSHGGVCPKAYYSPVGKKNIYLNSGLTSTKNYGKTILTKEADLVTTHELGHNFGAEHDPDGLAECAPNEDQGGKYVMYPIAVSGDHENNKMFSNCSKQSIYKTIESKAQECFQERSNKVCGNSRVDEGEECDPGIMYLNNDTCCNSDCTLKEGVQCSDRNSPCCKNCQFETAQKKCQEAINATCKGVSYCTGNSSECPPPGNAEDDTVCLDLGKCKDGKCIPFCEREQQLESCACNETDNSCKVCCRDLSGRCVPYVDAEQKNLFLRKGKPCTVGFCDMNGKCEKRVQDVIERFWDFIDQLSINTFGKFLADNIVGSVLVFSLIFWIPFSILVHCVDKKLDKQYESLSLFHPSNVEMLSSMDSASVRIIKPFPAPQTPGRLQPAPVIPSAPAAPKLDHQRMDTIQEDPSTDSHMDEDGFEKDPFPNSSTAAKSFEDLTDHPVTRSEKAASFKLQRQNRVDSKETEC
# TDP2 inh = human TDP2 enzyme inhibitors, primary screen, biochemical, epi absorbance, recombinant enzyme. 0.34% of 370,000 active. T5PNP hydrolysis, p-nitrophenol absorbance 415 nm. Tyrosyl-DNA phosphodiesterase 2 (Homo sapiens), O95551. inhibition, % at 12.8 µM;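 active means inhibition above the mean of all tested compounds plus 3 SD, set per campaign, cut at about 25% in these data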;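 further: 0% = DMSO with enzyme and 100% = buffer with substrate but no TDP2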
#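 System – recombinant human TDP2 · Amount – 120 nM TDP2 per well · Buffer or medium – Mg2+-containing Tris-HCl buffer, pH 7.5 · Reagent – T5PNP substrate, 5 mM · Dosing – 12.8 µM single point, 1% DMSO · Incubation – 2 h at 37 °C · Measured by – epi absorbance · Read-out basis – percent inhibition · Benchmarks – high control without enzyme, low control DMSO plus TDP2 · Repeats – singlicate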
# ADAM10 inh = human ADAM10 inhibitors, primary screen, biochemical, QFRET, HTS. Disintegrin and metalloproteinase domain-containing protein 10 (Homo sapiens), O14672. recombinant ADAM10, EDANS/DABCYL FRET peptide cleavage, 3 h. inhibition, % at 7 µM. 0.62% of 370,000 active;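 active means inhibition above a per-campaign cutoff equal to the mean of compounds falling between control-based bounds plus 3 SD, cut at about 20% in these data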;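 further: 0% = DMSO wells while the 100% control is not disclosed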
# ASAP1 inh = inhibitors of human ASAP1 ArfGAP activity, primary screen, biochemical, fluorescence polarization; Arf-GAP with SH3 domain, ANK repeat and PH domain-containing protein 1 (Homo sapiens), …; inhibition, % at 16.5 µM; ASAP1-stimulated ARF1 GTP hydrolysis, GDP FP detection; AID 624377, 2012; 0.19% of 360,000 active; in the data active means inhibition above about 25%;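 further: 0% = vehicle with enzyme and substrate and 100% = no enzyme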
# ARFGAP1 inh = inhibitors of rat ARFGAP1 GAP activity, primary screen, biochemical, fluorescence polarization, GDP tracer; ADP-ribosylation factor GTPase-activating protein 1 (Rattus norvegicus), Q62848; Arfgap1-stimulated ARF1 GTP hydrolysis, GDP FP detection; inhibition, % at 16.5 µM; 0.26% of 360,000 active;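 active means inhibition above a per-plate limit, mean inhibition of low control wells plus 3 SD, cut at about 25% in these data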;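 further: 0% = DMSO wells with enzyme and 100% = wells lacking Arfgap1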
#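 Assay system: purified rat His6-Arfgap1 residues 1-136 (GAP domain); Reagent: human Δ17 ARF1 bound to GTP; Dosing: 16.5 µM single point, 1.26% DMSO; Times: GTP hydrolysis reaction 2 h at 25 °C; Signal: FP, GDP Alexa 633 tracer displaced from anti-GDP antibody, 620/688 nm; Measure: % inhibition from polarization.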
# PLCg1 inh = PLC-gamma1 enzyme inhibitors, primary screen, biochemical, fluorescence, purified enzyme. fluorogenic substrate. inhibition, % at 12.2 µM. 0.84% of 370,000 active. AID 720700, 2013. 1-phosphatidylinositol 4,5-bisphosphate phosphodiesterase gamma-1 (Homo sapiens), P19174; in the data active means inhibition above about 9.5%
# LEDGF integ inh = blockers of LEDGF/p75-dependent integrase strand transfer – biochemical, TR-FRET, high throughput, primary screen | AID 743269, 2014 | inhibition, % at 3.7 µM | TR-FRET IN-LEDGF/p75 DNA integration, Eu/Cy5 | 0.64% of 370,000 active | HIV-1 integrase (with human LEDGF/p75);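 active means inhibition above the screen-wide mean plus 3 SD, cut at about 13% in these data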;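 further: signal is the Cy5 over europium emission ratio at 671 and 618 nm; 0% = plate median of compound wells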
# Tn6 DDE FP = inhibitors of Tn6 peptide binding to fibrin DD(E), primary screen, biochemical, fluorescence polarization, human fibrin, Tn6 probe. Fibrinogen beta chain (Homo sapiens), P02675. Fibrin DD(E) TRITC-Tn6 fluorescence polarization displacement. inhibition, % at 8.3 µM. 0.21% of 370,000 active;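 active means inhibition above a per-campaign cutoff: mean of compounds within control limits plus 3 SD, cut at about 15% in these data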;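 further: 0% = median of all compound wells on the plate and 100% = blocking peptide control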
# Target sequence (P02675 whole entry, looked up): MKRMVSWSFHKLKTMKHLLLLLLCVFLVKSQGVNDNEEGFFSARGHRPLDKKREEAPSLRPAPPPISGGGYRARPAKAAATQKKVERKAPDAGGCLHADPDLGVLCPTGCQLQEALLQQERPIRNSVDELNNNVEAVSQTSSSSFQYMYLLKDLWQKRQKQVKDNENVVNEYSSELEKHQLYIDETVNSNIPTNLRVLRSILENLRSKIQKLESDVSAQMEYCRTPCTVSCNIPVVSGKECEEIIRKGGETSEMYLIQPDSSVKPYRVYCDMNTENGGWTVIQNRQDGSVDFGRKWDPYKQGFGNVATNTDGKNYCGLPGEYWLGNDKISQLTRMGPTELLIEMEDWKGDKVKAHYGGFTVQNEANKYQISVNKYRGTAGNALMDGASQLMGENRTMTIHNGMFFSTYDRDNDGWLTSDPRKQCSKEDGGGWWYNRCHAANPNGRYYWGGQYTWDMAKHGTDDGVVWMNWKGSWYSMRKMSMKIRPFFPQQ
# DDE Tn7 FP inh = inhibitors of Tn7 peptide binding to fibrin DD(E), primary screen, biochemical, fluorescence polarization, human fibrin, Tn7 probe; 0.13% of 370,000 active; FP displacement of FITC-Tn7 peptide from fibrin DD(E); 0% = median of compound wells per plate; Fibrinogen beta chain (Homo sapiens), P02675; inhibition, % at 8.3 µM;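 active means inhibition above the mean of compounds falling within the control limits plus 3 SD of them, cut at about 14% in these data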;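 further: 0% = plate median of compound wells and 100% = 10 µM Aha-Tn7 peptide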
#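 Assay system: Human clot-derived fibrin DD(E) complex | Buffer or medium: Tris/NaCl/CaCl2 buffer, pH 7.8 | Repeats: One replicate per compound | Benchmarks: Aha-Tn7 high control | Measure: % inhibition scaled between sample-field median and high-control FP | Schedule: 10 min plus 3 h, room temperature | Signal: Fluorescence polarization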
# proKLK7 act = proKLK7 zymogen activators, primary screen, biochemical, fluorescence intensity | activation, % at 7 µM | 0.9% of 370,000 active | AID 652039, 2013 | Kallikrein-7 (Homo sapiens), P49862 | purified proKLK7, EDANS-DABCYL substrate fluorescence; 100% is mature enzyme control, 0% vehicle;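 active means activation above the mean of all tested compounds plus 3 SD, computed per campaign excluding outliers beyond control limits, cut at about 13% in these data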
# * marks the source's active call; other numbers are inactive results; . = no result given.
SMILES,ADAM17 inh,TDP2 inh,ADAM10 inh,ASAP1 inh,ARFGAP1 inh,PLCg1 inh,LEDGF integ inh,Tn6 DDE FP,DDE Tn7 FP inh,proKLK7 act
O=C(CCN1C(=O)C2C3C=CC(C3)C2C1=O)Nc1ccc2ncccc2c1 (stereo not drawn),-15,2,-31,8,2,-10,0,-6,8,0.8
COCCNC(=O)c1ccc(CS(=O)(=O)c2c(Cl)cccc2Cl)o1,-6,-9,-8,-1,-4,4,3,1,6,-0.2
CCOC(=O)N1CCC(NC(=O)C2CCN(C(=O)N3CC(C)Oc4ccccc43)CC2)CC1 (stereo not drawn),-5,3,-11,-2,5,0,1,2,4,-0.7
Cc1cccc(NC(=O)CNC(=O)CNC(=O)Cc2ccccc2)c1,-7,5,-6,3,9,-4,-1,9,3,-1.0
COc1ccc([C@H]2CC(=O)C=C(c3ccc(C)c(F)c3)C2)cc1,1,4,7,16,8,-2,0,-3,-7,0.2
COc1cccc(/C=c2/s/c(=C(\C#N)C(=O)N3CCOCC3)n(-c3ccccc3)c2=O)c1,-3,2,-2,3,-11,0,0,1,4,0.3
CN1CC(=O)N(CC(=O)N2N=C(c3ccc(Cl)cc3)CC2c2ccco2)C1=O (stereo not drawn),0,-13,5,-1,9,-1,-4,-1,0,0.3
O=C(NCc1ccccc1)C1=C[C@@H](c2coc3ccccc3c2=O)C[C@@H](OCCCCO)O1,-2,9,-1,4,-10,-2,1,3,-6,0.9
CCCC(=O)Nc1c2c(nn1-c1ccc(OC)cc1)CS(=O)C2 (stereo not drawn),-3,7,9,12,5,0,-3,0,-2,0.1
CC(C)(CO)NS(=O)(=O)c1ccc2c(c1)Cc1cc(S(=O)(=O)NC(C)(C)CO)ccc1-2,-1,-6,6,1,13,0,1,-6,-2,-1.0
CC1=NN(C(=O)c2nn(C)cc2Br)C(O)(C(F)(F)F)C1 (stereo not drawn),3,1,1,-8,9,0,-2,4,-1,0.5
CC1(C)CC(=O)C2=C(C1)Nc1ccccc1NC2c1cccc(F)c1 (stereo not drawn),2,7,2,10,0,-7,1,3,6,-0.1
COc1ccccc1NC(=O)c1nn(C)c(C(=O)Nc2ccccc2OC)c1[N+](=O)[O-],-1,5,3,0,-1,2,4,-6,7,0.9
COC(C[C@@H](O)C[C@@H](O)[C@@H](C)OCc1ccccc1)OC,6,-9,4,1,-5,4,1,-3,-7,-0.1
OCCCNC(=S)NC1CCCC1,-1,3,3,-2,3,1,3,-5,-3,-0.1
COc1ccc(N2C(=O)CC(N3CCN(c4cccc(Cl)c4)CC3)C2=O)cc1 (stereo not drawn),0,5,6,6,7,5,3,-4,-10,0.3
CCC[C@H]1[C@@H](NC(=O)c2cccc(C)c2)CC[C@@]23CCCN2C(=O)CCC[C@@H]13,0,0,-4,.,.,3,-2,-5,0,.
Cc1ccc(CCSc2ccc(C(C)C)cc2)cn1,-1,5,3,5,4,1,-5,0,10,-0.2
CC(=NNC(=O)CSc1nnc(-c2ccccc2)n1-c1ccccc1)c1ccc2ccccc2c1,-2,-7,-18,.,.,-6,-1,-5,-5,-1.0
CN(C)c1ccc(C=NNC(=O)c2cccnc2)cc1,-3,1,-4,7,14,-7,4,1,8,0.7
CCN(Cc1ccccc1)C(=O)CCNS(=O)(=O)c1cc(Br)cnc1N,-9,-10,-31,7,3,-5,0,-3,5,0.3
Cc1cc(C(=O)OCC(=O)Nc2cc(C)on2)c2ccccc2n1,-6,2,-32,7,14,-4,1,2,-2,-2.7
O=C(NCc1ccc2c(c1)OCO2)C1CCCN1C(=O)Nc1cccc(Cl)c1 (stereo not drawn),-5,5,-4,7,0,-4,0,0,8,0.1
COc1ccc(CN(C)C(=O)C2CSC3(C)CCC(=O)N23)cc1OC (stereo not drawn),-2,0,-6,2,-1,-3,7,1,-4,0.0
Cc1ccc(C)c(OCc2nnc(N)s2)c1,-2,-9,8,-5,15,2,-3,2,-2,0.2
SMILES,ADAM17 inh,TDP2 inh,ADAM10 inh,ASAP1 inh,ARFGAP1 inh,PLCg1 inh,LEDGF integ inh,Tn6 DDE FP,DDE Tn7 FP inh,proKLK7 act
O=C(Nc1cccc(Cl)c1)ON=C1c2ccccc2-c2ccccc21,2,-2,7,-1,6,-1,1,-3,1,1.2
Cc1cccc(N2CCCn3c2nc2c3c(=O)n(CCN3CCOCC3)c(=O)n2C)c1,-2,2,13,6,2,3,2,0,4,-0.8
O=C1Nc2ccccc2C(=O)C1(Cl)Cc1ccccc1 (stereo not drawn),-45,-1,-153,-8,9,-232,-2,0,7,7.2
CN(C)c1ccc(-c2ccnc3c2CC(C)(C(=O)Nc2ccc4c(c2)OCO4)O3)cc1 (stereo not drawn),-66,-10,-167,-14,0,-81,0,-8,-6,-1.0
CC(=O)N1CC(C(=O)Nc2ccc3c(c2)OCO3)Oc2ccccc21 (stereo not drawn),-2,-2,-10,-12,1,-3,-4,-1,3,-0.1
Cc1ccc(C(=O)Nc2ncnc3sc4c(c23)CCCCC4)cc1,-4,-4,-3,-6,-5,-6,2,8,10,-0.9
CC(C)(C)c1ccccc1OCCOCCSc1ncccn1,0,6,3,-15,-8,-1,-1,3,-6,0.1
CC(=O)N1CCc2cc(S(=O)(=O)CCC(=O)Nc3cccc(F)c3)ccc21,-3,1,4,1,2,2,-2,-3,-9,-0.3
O=[N+]([O-])c1ccc(N2CCN(S(=O)(=O)c3ccc(Cl)c(Cl)c3)CC2)cc1NCCN1CCOCC1,0,-8,9,7,3,2,-1,8,7,0.2
O=C(/C=C/c1ccc(F)cc1)OCC(=O)c1ccc[nH]1,-2,1,-6,18,4,0,2,0,-10,0.2
Cc1ccc(S(=O)(=O)CCC(=O)OCC(=O)NCc2ccccc2)cc1,-3,11,-7,2,-12,0,1,-3,-3,0.7
O=C(COC(=O)C1CCN(c2ccc(C(F)(F)F)cn2)CC1)NCc1ccc(F)cc1,-2,10,-14,7,17,-3,-2,-2,3,0.0
COc1ccc(Oc2coc3c(CN(C)C)c(O)ccc3c2=O)cc1,-92,-3,-392,4,5,-302,1,-3,2,6.7
CCN(CCCNC(=O)CN1C(=O)COc2ccccc21)c1ccccc1,0,-17,7,-7,3,2,-3,4,-5,-0.7
Cc1cccc(NC(=S)NC(=O)c2oc3ccccc3c2C)n1,-6,-8,-12,6,-16,-1,0,5,1,-0.1
CCOC(=O)NC(=O)CN1C(=O)NC(C)(c2ccccc2)C1=O (stereo not drawn),-5,5,-2,13,11,0,-1,-3,-4,0.3
C[C@H]1Cn2cnc(C(=O)N3CCN(C(=O)OC(C)(C)C)CC3)c2C(=O)N1,-4,-5,-16,16,-6,1,1,7,1,0.0
NS(=O)(=O)c1ccc(CCNC(=O)c2ccc(Cl)nc2)cc1,-4,-8,-1,7,4,4,16*,5,-6,-0.3
O=C1CCCN1CCC1CCN(C(=S)Nc2ccc(F)cc2)CC1,-2,0,6,20,-14,3,2,10,-2,-0.8
CCN(CC)CCCNC(=S)N1CCn2c(nc3ccccc32)C1,-2,-9,-1,10,-4,3,1,-10,5,0.1
CN(C)S(=O)(=O)c1ccc2c(c1)Cc1cc(S(=O)(=O)N(C)C)ccc1-2,-2,18,1,-8,3,-2,0,3,-2,0.3
O=C(Cn1c2ccccc2c2nc3n(c(=O)c21)CCS3)Nc1ccccc1C(F)(F)F,-7,-14,-12,-1,18,1,4,9,-4,-0.3

# 9 entries from above in another layout.
canonical_smiles | ADAM17 inh | TDP2 inh | ADAM10 inh | ASAP1 inh | ARFGAP1 inh | PLCg1 inh | LEDGF integ inh | Tn6 DDE FP | DDE Tn7 FP inh | proKLK7 act
O=C(CCN1C(=O)C2C3C=CC(C3)C2C1=O)Nc1ccc2ncccc2c1 (stereo not drawn) | -15 | 2 | -31 | 8 | 2 | -10 | 0 | -6 | 8 | 0.8
COCCNC(=O)c1ccc(CS(=O)(=O)c2c(Cl)cccc2Cl)o1 | -6 | -9 | -8 | -1 | -4 | 4 | 3 | 1 | 6 | -0.2
CCOC(=O)N1CCC(NC(=O)C2CCN(C(=O)N3CC(C)Oc4ccccc43)CC2)CC1 (stereo not drawn) | -5 | 3 | -11 | -2 | 5 | 0 | 1 | 2 | 4 | -0.7
Cc1cccc(NC(=O)CNC(=O)CNC(=O)Cc2ccccc2)c1 | -7 | 5 | -6 | 3 | 9 | -4 | -1 | 9 | 3 | -1.0
COc1ccc([C@H]2CC(=O)C=C(c3ccc(C)c(F)c3)C2)cc1 | 1 | 4 | 7 | 16 | 8 | -2 | 0 | -3 | -7 | 0.2
COc1cccc(/C=c2/s/c(=C(\C#N)C(=O)N3CCOCC3)n(-c3ccccc3)c2=O)c1 | -3 | 2 | -2 | 3 | -11 | 0 | 0 | 1 | 4 | 0.3
CN1CC(=O)N(CC(=O)N2N=C(c3ccc(Cl)cc3)CC2c2ccco2)C1=O (stereo not drawn) | 0 | -13 | 5 | -1 | 9 | -1 | -4 | -1 | 0 | 0.3
O=C(NCc1ccccc1)C1=C[C@@H](c2coc3ccccc3c2=O)C[C@@H](OCCCCO)O1 | -2 | 9 | -1 | 4 | -10 | -2 | 1 | 3 | -6 | 0.9
CCCC(=O)Nc1c2c(nn1-c1ccc(OC)cc1)CS(=O)C2 (stereo not drawn) | -3 | 7 | 9 | 12 | 5 | 0 | -3 | 0 | -2 | 0.1
